GLS inh = blocks human kidney-isoform glutaminase activity; O94925; GLS enzymatic activity, qHTS titration; Potency, µM (highest dose often 45.5 µM), without a hit: at the highest dose activity change, negative = inhibition, usual class: inhibitors; actives 0.21% (n = 410,000); note: potency is the fitted concentration of half-maximal effect; % is set by controls: 0 for no effect and ±100 for the full control effect
Target sequence (O94925 whole entry, looked up, canonical isoform): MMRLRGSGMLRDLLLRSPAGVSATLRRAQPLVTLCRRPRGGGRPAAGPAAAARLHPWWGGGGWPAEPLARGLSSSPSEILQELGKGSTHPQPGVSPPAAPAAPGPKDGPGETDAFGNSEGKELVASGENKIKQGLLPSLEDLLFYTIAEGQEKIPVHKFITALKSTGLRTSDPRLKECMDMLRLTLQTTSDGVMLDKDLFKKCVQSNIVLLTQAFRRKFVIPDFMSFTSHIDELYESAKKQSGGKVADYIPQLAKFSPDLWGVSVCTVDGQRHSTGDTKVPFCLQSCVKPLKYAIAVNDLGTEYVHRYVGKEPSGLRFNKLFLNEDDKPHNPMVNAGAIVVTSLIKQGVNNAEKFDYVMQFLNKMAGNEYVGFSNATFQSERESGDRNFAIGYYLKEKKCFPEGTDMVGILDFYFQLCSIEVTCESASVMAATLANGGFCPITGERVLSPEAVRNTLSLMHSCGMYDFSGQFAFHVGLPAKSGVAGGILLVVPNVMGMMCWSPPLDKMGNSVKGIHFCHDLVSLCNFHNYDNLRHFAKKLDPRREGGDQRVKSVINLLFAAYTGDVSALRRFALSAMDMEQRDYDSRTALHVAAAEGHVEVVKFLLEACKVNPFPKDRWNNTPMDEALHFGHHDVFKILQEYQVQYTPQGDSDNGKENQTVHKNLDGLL
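hKGA in 45 mM KH2PO4 pH 8.2, 0.02% Tween-20 with pin-transferred compounds; 1 mM L-glutamine (stock) plus glutamate oxidase/HRP/Amplex Red coupling added. Fluorescence read initially and after 30 min at RT.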
BAZ2B inh = inhibitors of human BAZ2B bromodomain. AID 504333. Q9UIF8. actives 4.4% (n = 360,000). AlphaScreen BAZ2B-H3K14Ac peptide displacement. Potency, µM (doses to about 114 µM), inactives show at the top dose activity change, negative = inhibition, hits mostly inhibitors; note: potency is the fitted concentration of half-maximal effect; % is set by controls: 0 for no effect and ±100 for the full control effect; nearly all actives have a fitted effect of over 60% in size
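Inhibition is scored as reduced AlphaScreen emission. The BAZ2B/b-H3(5-23)K14Ac complex (50 nM each) in PBS pH 7.4, 0.01% Tween-20 meets compound (up to 110 uM) for 30 min at RT before bead addition.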
PGK inhibitor = blocks T. brucei phosphoglycerate kinase. P07378. PGK/GAPDH coupled, Kinase-Glo luminescence, 60 min. Potency, µM (doses to about 57.5 µM), without a hit: top-dose activity change, negative = inhibition, hits mostly inhibitors. actives 0.043% (n = 380,000); note: potency is the fitted concentration of half-maximal effect; % is set by controls: 0 for no effect and ±100 for the full control effect; nearly all actives have a fitted effect of over 60% in size
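Luminescent ATP detection (Kinase-Glo Plus) follows a 60-minute room-temperature incubation, with wells lacking PGK as controls. Buffer: 100 mM TEA (pH 7.6), 5 mM MgCl2, 0.01% Tween-20. Coupling enzyme GAPDH (100 nM final) supplies unstable 1,3-BPG in-well.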
G9a inh = inhibitors of human histone lysine methyltransferase G9a. Q96KQ7. G9a H3K9 monomethylation, AlphaScreen, 2 h. Potency, µM (highest dose often 102 µM), for inactives: at the top dose activity, negative = inhibition, most hits filed as inhibitors. actives 8.8% (n = 350,000). AID 504332; note: potency is the fitted concentration of half-maximal effect; % is set by controls: 0 for no effect and ±100 for the full control effect; nearly all actives have a fitted effect of over 75% in size
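Enzyme 20 nM + cpd, 15 min RT; add b-H3K9 pep 500 nM / SAM 20 uM; 2 h RT; anti-H3K9me1 Ab 0.5 ug/mL + SA donor / anti-rabbit acceptor beads 20 ug/mL each, 10 min; AlphaScreen read.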
PI4K2A block = blocks human PI4K2A kinase activity; purified PI4K2A, ADP-Glo luminescence, 1 h; active compounds read low; activity change, negative = inhibition, % at 76.9 µM; actives 0.13% (n = 420,000); in the data active = activity change below about -50%; inconclusive = mostly about -30% to -49%;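 note: -100% = wells without enzyme as full effect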
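Compounds are screened against recombinant PI4K2A using PI as substrate and ATP, the latter dispensed at 300 microM. Reactions run one hour at ambient temperature before ADP-Glo detection; full inhibition defined by wells lacking enzyme.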
HP1b chromo inh = HP1-beta chromodomain-methylated histone interaction inhibition. P83916. AlphaScreen HP1-beta / biotin-H3K9me3 peptide binding. Potency, µM (top dose mostly 114 µM), for the others: at the highest dose activity change, negative = inhibition, hits mostly inhibitors. actives 0.56% (n = 390,000). AID 540317; note: potency is the fitted concentration of half-maximal effect; nearly all actives have a fitted effect of over 70% in size; inactives centre near 23
Target sequence (P83916 whole entry, looked up): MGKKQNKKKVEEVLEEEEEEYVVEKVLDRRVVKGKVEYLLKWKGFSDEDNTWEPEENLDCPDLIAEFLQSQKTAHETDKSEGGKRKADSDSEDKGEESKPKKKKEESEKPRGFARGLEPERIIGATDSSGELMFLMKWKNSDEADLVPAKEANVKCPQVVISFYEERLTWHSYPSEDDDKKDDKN
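HP1-beta protein (50 nM final) preincubated 30 min at room temperature with biotinylated H3(1-18)K9me3 peptide (50 nM) in PBS pH 7.4, 0.01% Tween-20, then compound added for 30 min. AlphaScreen streptavidin donor/nickel chelate acceptor beads (10 ug/mL final), 30 min dark, luminescence read.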
ERG Ets-DNA blk = inhibitors of human ERG Ets domain-DNA interaction; actives 0.028% (n = 370,000); fluorescence polarization, His-ERG Ets domain / labelled DNA; P11308; Potency, µM (series often up to 76.9 µM), for inactives: at the top dose FP activity, negative = inhibition, usual class: inhibitors; active = well fitted inhibition curve with a large enough effect in the polarisation, with a control signal flat; inconclusive = small, poorly fitted or top-dose-only effect, or effect the other way, or a change in a side signal; inactive = no such curve, though single readings can be large or run the other way; the % refers to the polarisation;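 note: polarization taken with two DNA probes labelled with fluorescein and Texas red; potency is the fitted concentration of half-maximal effect; % of control where 0% means no effect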
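His-tagged ERG Ets domain (1 uM in the protein solution; 300mM KCl, 50mM Tris-HCl, 1mM EDTA, 1mM DTT, pH 7.5) received compound, then a probe mix of 5 nM fluorescein-DNA and 100nM Texas-615-DNA. Fluorescence polarization was read for both dyes.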
Pin1 inhibitor = inhibitors of human Pin1. Q13526. Pin1 FP peptide displacement, HiFluor488, 10 min. Potency, µM (highest dose often 115 µM), without a hit: top-dose activity, negative = inhibition, hits mostly inhibitors. actives 0.009% (n = 390,000); active = well fitted inhibition curve with a large enough effect in the polarisation, with a control signal flat, not every such curve was filed as active; inconclusive = small, poorly fitted or top-dose-only effect, or effect the other way, or a change in a side signal; inactive = no such curve, though single readings can be large or run the other way; the % refers to the polarisation; note: potency is the fitted concentration of half-maximal effect; % is set by controls: 0 for no effect and ±100 for the full control effect
Target sequence (Q13526 whole entry, looked up): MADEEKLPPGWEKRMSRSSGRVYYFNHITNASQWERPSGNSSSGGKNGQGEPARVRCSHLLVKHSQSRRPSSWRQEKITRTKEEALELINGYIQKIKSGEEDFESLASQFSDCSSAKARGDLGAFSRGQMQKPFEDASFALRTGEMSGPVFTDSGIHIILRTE
JMJD2A Tudor inh = JMJD2A Tudor domain (human) inhibition. O75164. AlphaScreen JMJD2A-Tudor / H3K4me3 peptide binding. Potency, µM (titrated, usually from 114 µM), inactives show at the highest dose activity change, negative = inhibition, most hits filed as inhibitors. actives 4.4% (n = 390,000). AID 504339; note: potency is the fitted concentration of half-maximal effect; % is set by controls: 0 for no effect and ±100 for the full control effect; nearly all actives have a fitted effect of over 50% in size
* marks the source's active call; other numbers are inactive results; i = inactive; u = inconclusive; x = not tested or not shown; [ ] = remark or other dose. Unless noted, calls come from the whole dose curve; as a rule, active = well fitted curve in the direction sought with a large enough effect; inconclusive = small, poorly fitted or top-dose-only effect, or another doubt; inactive = no such curve, though single readings can be large; an effect the other way counts as inactive or inconclusive.

SMILES	GLS inh	BAZ2B inh	PGK inhibitor	G9a inh	PI4K2A block	HP1b chromo inh	ERG Ets-DNA blk	Pin1 inhibitor	JMJD2A Tudor inh
Cc1ccc(S(=O)(=O)CCSc2n[nH]c(=O)n2-c2ccc3c(c2)OCCO3)cc1	-4%	-3%	-4%	u	4	55%[activator]	-15%	2%	-13%
Cc1nc2ccccn2c1C(=O)CSc1ccccc1Cl	-13%	6%	-1%	x	-8	78%	-7%	3%	-8%
Cc1sc2ncnc(N(C)C3CCCCC3)c2c1C	3%	-3%	6%	-19%	6	48%[activator]	6%	2%	25%
CC1CCCC(NC(=O)COC(=O)c2cccnc2Cl)C1C (centres undefined)	0%	-3%	0%	19%[12.7 µM]	2	29%	6%	0%	5%
COc1ccc(NC(=O)Cc2c(F)cccc2Cl)c(OC)c1	-7%	-2%	-12%	5%[59 µM]	6	17%	4%	-1%	-6%
O=C(/C=C/c1cccc([N+](=O)[O-])c1)N1CCN(C(=O)c2ccco2)CC1	6%	1%	-3%	26%	1	26%	20%	20%	-1%
COC(=O)c1cnn(-c2ccc(F)cc2F)c1/C=N/NC(=S)NC(C)(C)C	-11%	-30%	0%	12%[59 µM]	2	-2%	-5%	1%	u
O=C(COC(=O)CSc1ccccc1)NNC(=O)c1ccc([N+](=O)[O-])cc1	23%	-10%	2%	85%[activator]	-2	37%	-9%	0%	0%
CC(C)c1cc(C(=O)N/N=C/C=C/c2ccccc2)n[nH]1	1%	4%	-7%	13%	-4	53%[activator]	0%	-11%	-16%
CC(C)n1c(SCc2ccccc2F)nc2c1c(=O)n(C)c(=O)n2C	-1%	-4%	i	u	-1	50%[activator]	u	1%	10%
Cn1c(Cn2nnc3ccccc32)nnc1SCC(N)=O	0%	20%	x	u	8	25%	11%	-6%	-21%
CCc1ccccc1NC(=O)CN(c1ccc(OC)cc1OC)S(=O)(=O)c1ccccc1[N+](=O)[O-]	1%	-14%	-6%	-1%	-3	6%	4%	3%	-24%
CC(=O)c1c(C)[nH]c(C(=O)C(C)Sc2nnc(NC3CC3)s2)c1C (centres undefined)	-6%	u	-2%	-18%[12.7 µM]	19	8%	-4%	-11%	-14%
CC(C)=CCOc1c2ccoc2c(OCC=C(C)C)c2oc(=O)ccc12	-5%	x	i	x	-1	143%[activator]	-1%	1%	-12%
O=C(CN(C1CCCCC1)S(=O)(=O)c1ccc(F)cc1)NCc1ccncc1	6%	10%	7%	-25%	5	32%	2%	-2%	-6%
CC(C)/C=N/NC(=O)c1cc(Br)ccc1O	18%	-4%	i	27%[59 µM]	3	13%	-1%	-5%	-14%
O=C(Nc1cc2c3c(c1)CC(=O)N3CCC2)c1ccc(F)cc1	0%	-27%	-14%	-6%	1	23%	2%	-2%	0%
Cc1ccc(NC2=C(Cl)C(=O)N(C3CCCCC3)C2=O)cc1	5%	1%	-14%	7%[59 µM]	0	9%	x	-5%	-2%
COc1ccc(OC)c(S(=O)(=O)Nc2ccccc2O)c1	10µM*	x	-2%	x	3	-1%	-5%	2%	-16%
COc1ccc(CCc2ccnc3ccccc23)cc1	3%	x	-2%	x	0	55%[activator]	-6%	-1%	30%
CSc1ccc(CCNC(=O)C2CCN(c3nc4ccccc4nc3C(F)(F)F)CC2)cc1	-6%	2%	i	3%[59 µM]	-2	-3%	9%	-9%	-16%
COc1ccc(S(=O)(=O)N2CCCCC2)cc1NS(=O)(=O)c1ccccc1F	-9%	x	0%	-30%	0	20%	-5%	-3%	-6%
CCCCCN(C(=O)CCC(=O)OCC(=O)c1ccc(F)c(F)c1)c1c(N)n(CCCC)c(=O)[nH]c1=O	0%	-2%	-8%	0%	-5	17%	1%	5%	3%
COc1ccc(Cl)cc1S(=O)(=O)N1CCC(C(=O)NCc2ccco2)CC1	18%	u	5%	-20%	2	11%	0%	1%	-10%
CCc1ccc2ncc(S(=O)(=O)c3ccc(C)c(C)c3)c(N3CCCC3)c2c1	-8%	11%	i	16%	3	45%[activator]	2%	22%	-16%
COc1cc(C(=O)Nc2ccc(S(=O)(=O)Nc3nccc(C)n3)cc2)c([N+](=O)[O-])cc1OC	7%	1%	-8%	-9%	4	2%	4%	-3%	-12%
CCOC(=O)N1CCc2c(sc3c2C(=O)NC(c2ccccc2)N3)C1 (centres undefined)	2%	-4%	0%	u	-29	41%	5%	-2%	-15%
Cn1cnc(S(=O)(=O)Nc2cc(-c3ccc(Cl)cc3)nn2C)c1	5%	0%	i	50µM*	7	29%	1%	-5%	-11%
Cc1cccc(C)c1NCC(=O)N1CCN(Cc2ccccc2)CC1	0%	10%	5%	20%[2.33 µM]	2	30%	-8%	-1%	1%
O=C(COC(=O)c1ccc(O)cc1)Nc1ccc(N2CCCCC2)cc1	40%[activator]	u	-6%	45µM*	7	-19%	-12%	u	u
Cc1cc(O)c(C(=O)/C=C/c2ccc(C(C)C)cc2)c(=O)o1	2%	2%	-9%	-5%	-2	25%	48%[activator]	u	-29%
Cc1cnc(C(=O)OCC(=O)c2ccc(Cl)cc2)cn1	3%	-20%	-4%	32%	-25	30%	-3%	-9%	-15%
Cc1ccc(Cl)cc1-n1ncc2c(NCCCn3ccnc3)ncnc21	-6%	-6%	i	-14%[59 µM]	4	0%	0%	-3%	-24%
O=C(Cc1ccccc1F)Nc1cc(S(=O)(=O)N2CCOCC2)ccc1N1CCCC1	9%	x	-2%	x	-8	19%	-7%	1%	-13%
CN(C(=O)c1ccc(NC(=O)C2CCN(C(=O)OC(C)(C)C)CC2)cc1)C1CC1	-2%	x	-3%	x	-6	8%	7%	1%	-16%
CC(C)(C)c1ccc(S(=O)(=O)N2CCN(CC(O)CN3CCOCC3)CC2)cc1 (centres undefined)	7%	x	1%	x	0	8%	-6%	3%	-6%
CCn1cc(S(=O)(=O)Nc2ncccn2)cn1	1%	2%	-8%	21%	0	22%	4%	-5%	-16%
O=C(Nc1ccc(N2CCCC2)c(Cl)c1)c1ccc([N+](=O)[O-])o1	4%	18µM*	3%	25µM*	-5	u	2%	3%	45µM*
CC(OC(=O)CC1CCCCC1)C(=O)Nc1cccc(C#N)c1 (centres undefined)	0%	4%	-3%	10%	0	31%	-10%	-2%	5%
CCCNC(=O)c1ccccc1SCc1c(C)noc1C	-3%	79µM*	-6%	25µM*	-2	53%[activator]	-2%	-11%	1%

Continued, starting with the last 2 of the part before.
SMILES	GLS inh	BAZ2B inh	PGK inhibitor	G9a inh	PI4K2A block	HP1b chromo inh	ERG Ets-DNA blk	Pin1 inhibitor	JMJD2A Tudor inh
CC(OC(=O)CC1CCCCC1)C(=O)Nc1cccc(C#N)c1 (centres undefined)	0%	4%	-3%	10%	0	31%	-10%	-2%	5%
CCCNC(=O)c1ccccc1SCc1c(C)noc1C	-3%	79µM*	-6%	25µM*	-2	53%[activator]	-2%	-11%	1%
COc1cc(SC)ccc1C(=O)N(Cc1ccccc1)c1ccccc1	1%	1%	-6%	56%[activator]	-4	40%	20%	0%	-2%
CCOC(=O)c1nc(C)c(C(C)=O)s1	0%	-1%	-1%	5%[12.7 µM]	-1	35%	-1%	3%	-1%
O=S(=O)(Nc1ccccc1N1CCOCC1)c1cccs1	-27%	x	11%	x	-3	41%[activator]	-1%	-10%	2%
COC(=O)[C@]1(Cc2ccccc2)N[C@H](c2ccc(-c3ccc(F)cc3)cc2)[C@@H]2C(=O)N(C)C(=O)[C@@H]21	-2%	-7%	-4%	-4%[2.33 µM]	-1	27%	2%	39%[activator]	u
O=C(NCc1ccco1)C1OCCc2ccccc21 (centres undefined)	-21%	-7%	-8%	-22%[59 µM]	-5	33%	1%	-15%	-16%[11.4 µM]
OC(CN1CCOCC1)(c1ccccc1)c1ccccn1 (centres undefined)	-5%	7%	i	u	1	-2%	8%	-7%	-21%
O=S(=O)(NC1CCCCCCC1)c1cccs1	1%	14%	-5%	9%	-2	40%[activator]	0%	8%	6%
CC(Sc1nnc2c(n1)[nH]c1ccccc12)C(=O)NC1CCCCC1 (centres undefined)	8%	-33%	-7%	-18%	22	19%	-5%	26%	-22%
CC1CCCCC1NS(=O)(=O)c1ccc(S(=O)(=O)NCc2ccncc2)cc1 (centres undefined)	2%	u	-10%	18µM*	-6	27%	0%	8%	-12%
COc1cc2[nH]c(=O)n(CCCC(=O)N(C)Cc3ccccc3)c(=O)c2cc1OC	1%	-4%	-8%	0%[59 µM]	-3	10%	6%	-4%	-13%
COc1ccc([C@H]2CC(=O)C=C(c3cccc(C(C)C)c3)C2)cc1OC	-10%	-23%	-6%	4%[0.501 µM]	2	33%	-15%	-8%	-23%
O=C(Nc1cccnc1)c1ccc2c(c1)C(=O)N(CC1CCCO1)C2=O (centres undefined)	-1%	-26%	0%	24%[12.7 µM]	3	36%	-2%	-4%	-2%
COc1ccccc1-c1cc(N)n(S(=O)(=O)c2ccc(F)c(C)c2)n1	-1%	10%	i	-11%[59 µM]	0	46%[activator]	10%	0%	-11%
CCOC(=O)/C(C#N)=N/Nc1ccc(S(=O)(=O)Nc2cc(OC)nc(OC)n2)cc1	7%	x	0%	x	-2	16%	5%	-12%	-6%
Cc1ccc(-n2nc3c(c2NC(=O)c2ccc(Br)o2)CSC3)c(C)c1	0%	-8%	3%	40µM*	2	18%	-15%	2%	-13%

Assay outcomes as filed in PubChem.

This is a random part of the collection. Share with any hit: about 11%.
